Screening data as filed in PubChem BioAssay.
UDG counter = counter-screen for AID inhibitors: uracil-DNA glycosylase inhibition | Potency, µM (titrated, usually from 115 µM), for the others: at the highest dose activity change, negative = inhibition, usual class: inhibitors | 91,000 tested, 0.14% active | FRET deamination/UDG coupled assay, UDG read, 4 h | AID 1347430; also: nearly all actives have a fitted effect of over 65% in size
AID inh = inhibitors of human activation induced cytidine deaminase; 91,000 tested, 0.32% active; Q9GZX7; Potency, µM (top dose mostly 115 µM), for inactives: top-dose activity change, negative = inhibition, hits mostly inhibitors; AID deamination FRET fluorescence, UDG-coupled, 4 h; also: nearly all actives have a fitted effect of over 25% in size
Target sequence (Q9GZX7 whole entry, looked up): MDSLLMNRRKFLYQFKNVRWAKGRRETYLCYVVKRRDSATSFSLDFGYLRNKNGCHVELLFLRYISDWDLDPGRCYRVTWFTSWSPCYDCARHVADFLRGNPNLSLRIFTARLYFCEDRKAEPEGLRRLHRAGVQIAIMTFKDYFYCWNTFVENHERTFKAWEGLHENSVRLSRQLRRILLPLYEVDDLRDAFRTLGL
* hit, by the source's call; u = inconclusive; & = joins results of further samples; [ ] = dose if it differs, or a comment. Calls follow the shape of the dose curve; as a rule, active = well fitted curve in the direction sought with a large enough effect; inconclusive = small, poorly fitted or top-dose-only effect, or another doubt; inactive = no such curve, though single readings can be large; an effect the other way counts as inactive or inconclusive. % is scaled to controls: 0 for no effect and ±100 for the full control effect; potency is read from the fitted curve at half-maximal effect. These rows are one share of the data, so the mix of outcomes need not match the whole.

Results follow in this order: UDG counter, AID inh
- COc1cc(COC(=O)c2c(OC)cccc2OC)ccc1OC(F)F
  -3%, -3%
- Cc1ccc(C2CC(=O)C3=C(C2)OC(N)=C(C#N)C3c2ccc(Cl)c(Cl)c2)cc1 (stereo not given)
  -11%, -10%
- COC(=O)c1ccc(OC(=O)c2ccc(SC)cc2OC)cc1
  -8%, -13%
- Cc1nc(-c2ccc(S(=O)(=O)NCc3ccccc3Cl)cc2)co1
  3%, 31%[activator]
- CC(C)(CNC(=O)c1ccccc1)CNC(=O)c1ccccc1
  -6%, 0%
- CC1(C)CC(=O)C2=C(C1)Nc1[nH]n(-c3ccccc3)c(=O)c1C2c1ccc(Br)cc1 (stereo not given)
  3%, -4%
- O=C(NCc1ccccn1)c1ccsc1
  -4%, 3%
- Cc1ccccc1/C=C1\Oc2cc(OS(C)(=O)=O)ccc2C1=O
  8%, -10%
- CN(C)C(=O)c1cccc(NCC(=O)NC(=O)NCc2ccccc2)c1
  -5%, -4%
- O=C(N=C(c1ccccc1)c1ccccc1)c1ccco1
  4%, -7%

Results follow in this order: UDG counter, AID inh
- CCC(C)(C)C1CCC(=NNC(=S)Nc2ccccc2C(F)(F)F)CC1 (stereo not given)
  -5%, 0%
- Cc1nnc(N2CCN(C(=O)NCCC(C)C)CC2)c2nn(-c3ccc(Cl)cc3)c(C)c12
  u, -12%
- C=CCc1ccccc1OCc1ccc(C(=O)O)cc1
  -2%, -4%
- CCOC(=O)c1sc(N2C(=O)c3oc4ccc(F)cc4c(=O)c3C2c2cccc(OC)c2)nc1C (stereo not given)
  4%, -11%
- CC(C)Cn1nc(C(=O)N2CCCC2c2ccc3c(c2)OCCCO3)c2ccccc2c1=O (stereo not given)
  -17%, -10%
- CCc1ccc(CNc2nc3nc(C)c(Cc4ccccc4)c(=O)n3[nH]2)cc1
  -3%, 4%
- Cc1ccc(NC(=O)c2ccc(CSc3ccc(Cl)cc3)cc2)cc1C
  -4%, 0%
- Cc1cccc(C(=O)NCCSC(F)(F)F)n1
  -5%, -1%
- COc1cc(/C=C/c2ccc3cccc(O)c3n2)ccc1OC(C)=O
  -3%, 34%[activator]
- O=C(Nc1ccc2oc(-c3ccc4ccccc4c3)nc2c1)c1cccc(Cl)c1Cl
  0%[57.5 µM], 14%[57.5 µM]

Results follow in this order: UDG counter, AID inh
- Cc1ccc(S(=O)(=O)c2cn(C)c3cc(N4CCOCC4)c(F)cc3c2=O)c(C)c1
  -24%, -16%
- CC(C)C(CC(=O)O)c1ccc(Cl)cc1 (stereo not given)
  -2%, -2%
- CCN1CCN(CC(=O)c2c(C)[nH]c3cc(C)ccc23)CC1
  -1%, -1%
- CC1CCc2cc(F)ccc2N1C(=S)NC1CC1 (stereo not given)
  5%, 14%
- CCN(CC)S(=O)(=O)c1ccc2cc(OC)ccc2c1
  -10%, -10%
- CCCCC(CC)C(=O)Nc1sc2c(c1C#N)CCCC2 (stereo not given)
  -3%, 9%
- CCn1ccc2cc(S(=O)(=O)N3CCCN(C(=O)Nc4ccccc4C(F)(F)F)CC3)ccc21
  6%, -5%
- COc1ccccc1/C=C/C(=O)N[C@@H]1C[C@H]2CC[C@@H]1C2
  -9%, -5%
- O=C(CCc1ncc(-c2ccccc2)o1)Nc1ccc(O)c2ccccc12
  -26%, -22%
- CC(C)(C)c1ccc(OCC(=O)N(Cc2nc3ccccc3c(=O)[nH]2)CC2CCCO2)cc1 (stereo not given)
  -3%, -6%

Results follow in this order: UDG counter, AID inh
- CCOc1cc(/C=C2/NC(=O)NC2=O)cc(Br)c1OCc1cccc(C(=O)O)c1
  -5%, -11%
- Cc1ccc(Cl)cc1N1CCN(C(=O)Cn2cnc3onc(-c4ccc(F)cc4)c3c2=O)CC1
  5%, 23%
- CCOc1cc(CNC(=O)CN2CCSc3ccccc32)cc(OCC)c1OCC
  13%, -5%
- CCOc1ccccc1CNCc1c(C(=O)O)n(Cc2ccccc2)c2cc(OC)ccc12
  -5%, 20%
- CCN(C(=O)c1cc2c(=O)oc3ccccc3c2s1)c1cccc(C(F)(F)F)c1
  -15%, 8%
- N=C(N)SCc1ccc(Cl)c(Cl)c1
  5%, -1%
- O=C(O)C1(c2ccc(Br)cc2)CCC1
  1%, 2%
- COc1ccccc1C1=NOC(Cn2c(=O)c3c(ncn3C)n(C)c2=O)C1 (stereo not given)
  -1%, -3%
- CCc1ccc(NC(=O)c2cnn(-c3c(C)cccc3C)c2C2CCN(C(=O)OC(C)(C)C)CC2)cc1
  -24%, u
- COc1ccc(/C=N/O)cc1OC
  12%, 3%

Sorted by the number under AID inh (highest first): three from the list above
| SMILES | AID inh |
| --- | --- |
| Cc1ccc(Cl)cc1N1CCN(C(=O)Cn2cnc3onc(-c4ccc(F)cc4)c3c2=O)CC1 | 23% |
| O=C(O)C1(c2ccc(Br)cc2)CCC1 | 2% |
| CCOc1cc(/C=C2/NC(=O)NC2=O)cc(Br)c1OCc1cccc(C(=O)O)c1 | -11% |

(more compounds)
Results follow in this order: UDG counter, AID inh
- CCc1nn(CC(=O)Nc2cccc(C(C)=O)c2)c(=O)c2cc3sccc3n12
  4%, -24%
- Cc1ccc(NC(=O)NC(=O)C(C)Cl)c(C)c1 (stereo not given)
  5%, -3%
- Cc1ccc(-n2nnnc2SCC(=O)N2CCN(CC(=O)N3CCCC3)CC2)cc1C
  -9%, -13%
- COc1ccc(-c2cc(C(=O)Oc3ccc(Br)cc3)c3ccccc3n2)cc1
  13%, 10%
- O=S(=O)(c1ccccc1)c1nnn2c1nc(NCc1ccc(Cl)cc1)c1sccc12
  0%, 8%
- NS(=O)(=O)c1ccc(NN=C2c3ccccc3-c3ccccc32)c([N+](=O)[O-])c1
  -2%, -11%
- O=C(Nc1ccccc1C(=O)OCC(=O)C12CC3CC(CC(C3)C1)C2)c1ccc([N+](=O)[O-])cc1Cl
  8%, 1%
- CS(=O)(=O)Cc1cccc(C(=O)Oc2ccc(Cl)c(Cl)c2)c1
  2%, -6%
- Cc1ccccc1N1CC(C(=O)Nc2ccc(Br)cc2)CC1=O (stereo not given)
  8%, -5%
- Cc1ccc(S(=O)(=O)Nc2ccc(-c3cn4ccsc4n3)cc2)s1
  -4%, -4%

Results follow in this order: UDG counter, AID inh
- Cc1ccc2c(=O)c(-c3nc(-c4ccc(Cl)cc4)no3)cn(CC(=O)NCc3ccco3)c2n1
  45%[activator], -12%
- CCOc1cc(C(=O)NCCc2csc3nc(-c4ccc(C)cc4)nn23)cc(OCC)c1OCC
  8%, 6%
- Cc1ccc(Nc2ncnc3c2cnn3-c2ccccc2)c(C)c1
  0%, -15%
- O=C1CS(=O)(=O)C2(C(=O)N(Cc3ccccc3)c3ccccc32)N1c1ccccc1 (stereo not given)
  1%, 9%
- C[C@@H](NCCc1ccc(O)cc1)[C@@H](O)c1ccc(O)cc1
  2%, 6%
- Cc1csc(/C(C#N)=C\c2ccccc2OC(F)F)n1
  -7%, -5%
- COc1cc(OC)c(NC(=O)c2cc(CN3CCOCC3)on2)cc1Cl
  -8%, 1%
- COc1ccc(NC(=O)CC2C(=O)N(c3cccc(C)c3)C(=O)N2C2CCCCC2)cc1 (stereo not given)
  -28%, 12%
- Nc1c(-c2nc(-c3ccccc3Cl)no2)nnn1-c1ccccc1C(F)(F)F
  7%, u
- CCNc1c(NC(=O)Nc2ccc(Br)cc2F)c(=O)oc2ccccc12
  10%, -15%

Results follow in this order: UDG counter, AID inh
- COc1ccc(CNC(=O)Nc2nnc(C3CC3)s2)cn1
  -6%, 0%
- CCCSc1ncc(Cl)c(C(=O)Nc2ccc(CC)cc2)n1
  0%, 0%
- COc1ccc(-n2cc(C(=O)OCc3ccc(Cl)cc3)c3ccccc3c2=O)cc1
  u, -7%
- CCc1ccc(NC(=O)CSc2nc3c(sc4ccccc43)c(=O)n2CCN(CC)CC)cc1
  12%, 12%
- CCN(C(=O)COc1ncnc2ccc(Br)cc12)c1ccccc1
  4%, 1%
- S=C(NCCc1c[nH]c2ccccc12)Nc1ccc(Br)cc1
  -6%, -7%
- COc1ccc(N2CCN(C(=O)c3cc(-c4ccc(C)c(F)c4)on3)CC2)cc1
  12%, 21%
- Cc1ccc(-c2noc(-c3ccccc3NC(=O)C3CC(=O)N(c4ccccc4C)C3)n2)cc1 (stereo not given)
  15%, 4%
- CCOC(=O)c1cc2c(=O)n3ccccc3nc2n(C)c1=NC(=O)c1cc2ccccc2o1
  -1%, -11%
- COc1ccc(NC(=O)C(=O)NCCc2sc(-c3ccc(Cl)cc3)nc2C)cc1
  -1%, 20%

canonical_smiles,UDG counter,AID inh
Cn1c(=O)[nH]c2cc(-c3noc(-c4ccc(Br)cc4)n3)ccc21,-8%,5%
Cc1ccc(C(=O)N/N=C/C(C)c2ccccc2)c(C)c1 (stereo not given),-4%,2%
O=C(Nc1ccccc1)N(Cc1cccc(Cl)c1)c1ccccn1,-3%,-4%
CC1CCCN(Cc2nc3c(c(=O)n(C)c(=O)n3C)n2Cc2ccc(Cl)cc2Cl)C1 (stereo not given),5%,5%
COc1cc(C(C)=O)ccc1OCc1ccc(C#N)cc1,6%,0%
CC(C)c1ccc(S(=O)(=O)N2CCC(n3c(C(F)(F)F)nc4cccnc43)CC2)cc1,-9%,-20%
O=C(CSc1nc2cc(Cl)ccc2s1)NC1CCCC1,-3%,-1%
CCc1ccc2oc(C(=O)Nc3nc(-c4ccccc4)ns3)c(C)c2c1,-8%[57.5 µM],-1%
COc1cc(-c2cc(C(=O)O)c3cc(C)ccc3n2)ccc1O,3%,-1%
CC(=O)NCCNC(=O)c1ccc2ccccc2n1,4%,2%
CN(C)c1ccc(CNC(=O)c2ccc(Cn3c(=O)c4cccn4c4cccnc43)cc2)cc1,11%,17%
Cc1ccccc1C(=O)NC1CCCCC1C (stereo not given),-11%,-9%
Cc1ccc(CNC(=O)c2cc(-c3ccncc3)nc3ccccc23)cc1,-6%,-4%
CC(C)CCNc1nc(Nc2ccccc2)c2cnn(C)c2n1,-15%,-29%
COC(=O)CSc1ccc2nnc(CCNS(=O)(=O)c3ccc(C)cc3)n2n1,0%,7%
COc1cccc(-n2c(-c3ccccc3F)nc3c(cnn3-c3ccc(C)cc3)c2=O)c1,-26%,4%
COc1ccc(-c2nn(C)c3sc(C(=O)Nc4cccc(F)c4)cc23)cc1OC,-1%,u
Cc1ccc(N(Cc2cccs2)C(=O)Nc2cccc(Cl)c2)cc1,-19%,-2%
COc1ccc(NC(=O)NC(C)c2c(-n3cccc3)sc(C)c2C)cc1OC (stereo not given),-18%,-25%
O=C(CCSc1ccc(Cl)cc1)Oc1ccc2ccc(=O)oc2c1,-1%,-11%
CCONC(=O)Cc1ccccc1C,5%,1%
Cc1ccc(-n2ncc3c(Nc4ccccc4C)ncnc32)cc1,-3%,-12%
COC(=O)/C(=C/c1cccc(OC)c1)c1ccccc1,4%,-2%
CCOc1ccc(CN(C)C(=O)Cn2c(=O)c3c(ncn3CC)n(Cc3ccccc3)c2=O)cc1,12%,4%
O=C(CCc1nc2ccccc2s1)NCc1cccc(C(F)(F)F)c1,-4%,3%
CCOc1cc(-c2ccc(OC(=O)c3ccc(Cl)cc3)c(OC)c2)cc(=O)c2c(C)oc(C)c12,-8%,-13%
CC(C)c1ccc(NC(=O)CSC2=Nc3ccccc3C3=NC(CC(=O)NC4CCCCC4)C(=O)N23)cc1 (stereo not given),u,-16%
CCOc1cc(NC(=O)c2ccc(Cn3cc(Br)cn3)cc2)ccc1OC(F)F,-7%,3%
COc1ccccc1-c1c(C(F)(F)F)oc2c(CN3CCCCC3C)c(O)ccc2c1=O (stereo not given),-8%,13%
COc1ccc(C2CC(=O)N3CN(C4CCCCC4)CSC3=C2C#N)c(OC)c1 (stereo not given),1%,u

Of the compounds above, 2 have a nitro group on carbon.
canonical_smiles,UDG counter,AID inh
NS(=O)(=O)c1ccc(NN=C2c3ccccc3-c3ccccc32)c([N+](=O)[O-])c1,-2%,-11%
O=C(Nc1ccccc1C(=O)OCC(=O)C12CC3CC(CC(C3)C1)C2)c1ccc([N+](=O)[O-])cc1Cl,8%,1%

The listing continues:
canonical_smiles,UDG counter,AID inh
Cc1cc(C(=O)NCc2ccccc2Cl)c2c(C)nn(-c3cccc(F)c3)c2n1,7%,6%
Cc1ccc(-c2nn3c(-c4ccccc4C)nnc3c3ccccc23)cc1,2%,-18%
CCCCCn1c(=O)[nH]c2cc(C(=O)N3CCN(c4cccc(C(F)(F)F)c4)CC3)ccc2c1=O,2%,8%
CCOc1ccccc1C(=O)Nc1cc(C)ccn1,-12%,-12%
COc1cc(CN(C(=O)c2cc(NC(C)=O)cc(NC(C)=O)c2)C2CC2)ccc1OC(F)F,-16%,-8%
O=C(NCc1ccncc1)c1cccc2cccnc12,4%,8%
Cc1ccc(C(C)C)c(OCCSc2nc3ccccc3n2CC(O)CO)c1 (stereo not given),-9%&-11%,u
Cc1nn(-c2ccccc2)c(C)c1/C=N/N1CCN(Cc2ccccc2)CC1,6%,-11%
CCC1CCc2c(sc(NC(=O)/C=C/c3ccc(C(C)C)cc3)c2C#N)C1 (stereo not given),3%,5%
Cc1cc(C)c(S(=O)(=O)NCCc2csc3nc(-c4ccc(F)cc4)nn23)c(C)c1,-4%,-4%
O=C(CCc1ncc(-c2ccc(F)cc2)o1)NCc1ccc(OC(F)F)cc1,7%,5%
CCCOc1ccccc1C(=O)Nc1ccc(OC)c2ncccc12,-5%,-4%
CCOc1cccc(CNCc2ccco2)c1,-4%,2%
COc1cc2oc(=O)cc(C)c2cc1CCC(=O)O,-5%,1%

Quoted at random: four records from the list
canonical_smiles,UDG counter,AID inh
Cc1cc(C(=O)NCc2ccccc2Cl)c2c(C)nn(-c3cccc(F)c3)c2n1,7%,6%
COc1cc(CN(C(=O)c2cc(NC(C)=O)cc(NC(C)=O)c2)C2CC2)ccc1OC(F)F,-16%,-8%
Cc1ccc(C(C)C)c(OCCSc2nc3ccccc3n2CC(O)CO)c1 (stereo not given),-9%&-11%,u
O=C(CCc1ncc(-c2ccc(F)cc2)o1)NCc1ccc(OC(F)F)cc1,7%,5%
